# From PubChem
# S3 lipid droplet = qHTS Assay for Lipid Storage Modulators in Drosophila S3 Cells | Drosophila S3 cells, BODIPY lipid droplet fluorescence, 18-24 h; cells fed with added oleic acid | Potency in µM for hits, for the others lipid storage change, negative = inhibition, % at the top dose, mostly 46.1 µM | 320,000 tested, 0.64% active; active means well fitted inhibition curve with a large enough effect in the signal ratio, with a control signal flat, not every such curve was filed as active; inconclusive means small, poorly fitted or top-dose-only effect, or effect the other way, or a change in a side signal; the % refers to the signal ratio
#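 Drosophila S3 cells got compounds at several concentrations plus oleic acid (400 uM solution). Laser-scanning cytometry with 488 nm excitation read lipid droplets at 500-530 nm and cells at 575-640 nm. Percent activity was relative to 20 uM Triacsin C.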
# S3 lipid droplet cell count max = also measured in S3 lipid droplet; calls as there; cell number change, %; measured here: cell count max response;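 cells counted by Cell Tracker Red CMTPX staining in the red channel; peak over a dose series mostly up to 46.1 µM; percent activity relative to internal control wells on each plate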
# Active calls of the source: *; i = inactive; ? = inconclusive; / = not tested or not shown. On the % scale 0 is the no-effect control and ±100 the full control effect; potency means the concentration at half of the fitted maximal effect. These rows are one share of the data; the hit share may differ from the screen's.
SMILES,S3 lipid droplet,S3 lipid droplet cell count max
Cc1ccc(CNC(=O)c2ccccc2NS(=O)(=O)c2ccc(Cl)nc2)cc1,-18.9%,/
Cc1ccc(C(c2nnnn2C2CCCCC2)N(C)C2CCCCC2)cc1 (centres undefined),?,/
O=C(Nc1ccccc1-c1ccccc1)c1ccc(=O)[nH]n1,?,/
CN(Cc1ccccc1)C(=O)c1ccc2c(c1)NC(=O)C(N1CCOCC1)S2 (centres undefined),4.6%,-0.1
O=C(NCc1ccc2c(c1)OCO2)c1nc(Cn2cc(Br)cn2)no1,i,-18.1
COc1ccc(CNn2cnnc2)c(O)c1,i,9.5
Cc1cccn2c(=O)c(/C=C(\C#N)C(=O)NCc3ccco3)c(N3CCOCC3)nc12,-0.2%,2.1
O=C(N/N=C/c1c[nH]c2ccccc12)C1CC1(c1ccccc1)c1ccccc1 (centres undefined),?,/
CCOC(=O)CCNC(=O)N1CCCC(C(=O)c2ccc3c(c2)OCO3)C1 (centres undefined),?,/
O=C(CS(=O)(=O)Cc1ccccc1)NCC1CCCO1 (centres undefined),?,/
CC(C)(C)NC(=O)Cn1nnc(-c2ccc(Cl)cc2)n1,?,/
O=C(O)COc1ccc(/C=N/NC(=O)/C(=C/C=C/c2ccccc2)NC(=O)c2ccccc2)cc1,i,9.8
O=C1C=C(c2ccc(F)c(Cl)c2)C[C@@H](c2ccc(F)cc2)C1,?,/
Cc1ccc(C)c(Nc2ccc3nonc3c2[N+](=O)[O-])c1,?,/
O=C(COC(=O)c1ccccc1)Nc1ccccc1Br,17.1%,/
CON/C=C(\C=Nc1ccc(Cl)cc1)c1ncc(C(F)(F)F)cc1Cl,i,/
COc1cc(OC)c(C(=O)O/N=C(\N)c2cccc(C)c2)cc1OC,2.5%,8.3
COc1ccc(-n2ncc3c(NCCCn4ccnc4)ncnc32)cc1,-3.1%,11.1
COc1ccc2[nH]c3c(c2c1)CCC/C3=N\N,-0.6%,10.0
COc1ccc(C(=O)c2sc(Nc3ccccc3)c(C(=O)Nc3ccc(OC)c(OC)c3)c2N)cc1,9.9%,-20.0
Cc1cc(NC(=O)CCC(=O)N(c2ccccc2)C(C(=O)NC2CCCCC2)c2cccs2)no1 (centres undefined),1.7%,1.8
COc1ccc(-c2nc(CS(=O)(=O)CC(=O)NCCCN3CCN(C)CC3)c(C)o2)cc1,?,/
CC(C)COC(=O)c1ccc(NC(=O)C2C3CCC(C3)C2C(=O)O)cc1 (centres undefined),0.1%,0.8
O=C(NCc1ccccc1)c1onc(CSc2ccccn2)c1C(=O)NCc1ccccc1,?,/
COc1ccc(C)c(NC(=O)C2CC(=O)NC3=C2C(=O)CCC3)c1 (centres undefined),?,/
O=C(COC(=O)c1cnc(Cl)c(Cl)c1)Nc1ccc(S(=O)(=O)N2CCCC2)cc1,-2.1%,-21.4
Cc1onc(-c2c(Cl)cccc2Cl)c1C(=O)NC1C(=O)N2C1SC(C)(C)C2C(=O)O (centres undefined),-3.0%,-5.5
CCOc1ccccc1C1C(C#N)=C(N)SC(N)=C1C#N,7.7%,1.2
CCOC(=O)C1(Cc2cccc(OC)c2)CCN(Cc2cc(OC)ccc2OC)CC1,-8.0%,-22.3
CN(C)c1ccc(N2C(=NC(=O)COc3ccccc3)SC3CS(=O)(=O)CC32)cc1 (centres undefined),?,/
O=C(NCCO)c1scc2c1OCCO2,?,/
CCC(C)C(NS(=O)(=O)c1ccc(C)cc1)C(=O)O (centres undefined),?,/
CC1Cc2cc(S(=O)(=O)N3CCN(c4cccc(Cl)c4)CC3)ccc2N1C(=O)C1CC1 (centres undefined),-13.0%,10.4
CN(C(=O)CSc1nnc(-c2ccc3c(c2)OCO3)o1)C1CCS(=O)(=O)C1 (centres undefined),?,/
COc1ccc(CCNC(=O)C2CCC(=O)N2S(=O)(=O)c2ccc(C)cc2)cc1 (centres undefined),14.3%,-6.3
CCOc1ccc(NC(=O)CSc2nnc(-c3ccco3)n2N)cc1,-9.3%,-9.5
CC(C)(C)n1nc2c(c1NC(=O)c1ccc(Br)cc1)CS(=O)C2 (centres undefined),?,/
O=[N+]([O-])c1cccnc1NCc1cccs1,-0.1%,-1.4
Cc1cc(C)c2c(-n3cccc3)c(NC(=O)OC(C)C)sc2n1,-11.3%,6.1
COC(=O)c1sccc1NC(=O)c1cc(-c2cc(C)ccc2C)nc2ccccc12,5.5%,-0.1
CC(C)CCCN1C(N(C)C)=NC[C@@H]1Cc1ccccc1,11.9%,-19.3
CCc1cccc(NC(=O)Cn2c(-c3ccccc3)cc(C(C)=O)c2C)c1,?,/
CCOC(=O)c1ccc(N2C(=O)C3CC=CCC3C2=O)cc1 (centres undefined),?,/
CCC(=O)N/C(N)=N/c1nc2ccccc2o1,7.9%,11.1
Cc1ccc(NS(=O)(=O)c2cccc(C(=O)NCC(c3cccs3)N(C)C)c2)cc1 (centres undefined),?,/
COc1cccc(C2CC(=O)C3=C(C2)Nc2ccccc2N(C(=O)CCC(=O)O)C3c2ccc(F)cc2)c1 (centres undefined),16.9%,18.4
COC(=O)C1Cc2ccccc2CN1S(=O)(=O)c1ccc(F)cc1 (centres undefined),?,/
O=C(/C=C/c1ccccc1)NC(=S)Nc1ncccn1,?,/
CCn1c(CC(=O)Nc2ccc(C)cc2)nnc1SCC(=O)NCCc1ccccc1,i,24.7
Cc1oc(-c2ccc3c(c2)OCCO3)cc1C(=O)NC(Cc1ccccc1)C(=O)O (centres undefined),1.0%,2.1
CC(C)(C)c1ccc(CN(Cc2ccco2)Cc2nnnn2C2CCCC2)cc1,?,/
COc1cc([N+](=O)[O-])ccc1NC(=O)Nc1cccnc1,?,/
O=c1[nH]c(SCc2cccc(Cl)c2)nc2[nH]ncc12,?,/
Cc1c(C(=O)Nc2ccc(Cl)cc2)c2ccccn2c1C(=O)c1ccc(F)cc1,?,/
CC(Cl)C(=O)Nc1cc(C(F)(F)F)ccc1N1CCOCC1 (centres undefined),10.0%,-4.5
COc1ccc(CC(C(=O)Nc2ccc(OC)cc2)c2nn[nH]n2)cc1 (centres undefined),?,/
Cc1cccc(Oc2ccc3c(c2)cc(C(=O)O)n3C)c1,?,/
CC(C)OCCCNc1ncc2c(n1)CC(c1ccccc1)CC2=O (centres undefined),0.5%,17.7
CCN(CC)C(=O)Cn1c(=O)n(CC(=O)N2CCCCC2)c(=O)c2sccc21,?,/
COc1cc(/C=N/NC(=O)Cn2nc([N+](=O)[O-])cc2C)cc(Br)c1OCc1ccccc1,?,/
# (cont.)
SMILES,S3 lipid droplet,S3 lipid droplet cell count max
CCn1ccnc1CN(C)C(=O)c1ccc2nc(Cc3ccc(OC)cc3)oc2c1,-11.2%,8.0
CC(OC(=O)CCCN=C1NS(=O)(=O)c2ccccc21)C(=O)Nc1ccc(F)c(F)c1F (centres undefined),?,/
Cc1ccc(S(=O)(=O)Oc2ccccc2/C=N/NC(N)=S)cc1,?,/
Cn1c(=O)n(C)c2cc([N+](=O)[O-])c(N3CCN(S(=O)(=O)c4ccc(C(C)(C)C)cc4)CC3)cc21,?,/
NC(=O)C(c1ccc(Cl)cc1)c1ccc(Sc2ccc(Cl)cc2)nn1 (centres undefined),?,/
Cc1nc2scc(C)n2c(=O)c1S(=O)(=O)NCc1ccc(F)cc1,?,/
O=C(Nc1ccccc1N1CCCC1)c1cccc(F)c1,-13.2%,-3.6
Nc1cccc(-c2cnc3ccccc3n2)c1,?,/
CN(C)S(=O)(=O)c1ccc(C(=O)NCC(C)(C)CN=C2NS(=O)(=O)c3ccccc32)cc1,?,/
COc1ccc(N2CCN(C(CNS(=O)(=O)c3ccc4c(c3)OCCO4)c3ccco3)CC2)cc1 (centres undefined),?,/
C#CC[N+](C)(C)CCCCCCCC,?,/
Nc1nonc1C(=O)NCCNS(=O)(=O)c1ccc(F)cc1,1.3%,13.4
Cc1sc(NC(=O)CSc2ncn(-c3ccccc3)n2)nc1-c1ccccc1,?,/
COc1cccc(NS(=O)(=O)NC(=O)c2cn(C)c3ccccc23)c1,12.3%,7.6
CCc1cc(C(=O)NN2C(=O)NC3(CCCCC3)C2=O)sc1C,?,/

# The final 3 records of the section before open the next one:
SMILES,S3 lipid droplet,S3 lipid droplet cell count max
Cc1sc(NC(=O)CSc2ncn(-c3ccccc3)n2)nc1-c1ccccc1,?,/
COc1cccc(NS(=O)(=O)NC(=O)c2cn(C)c3ccccc23)c1,12.3%,7.6
CCc1cc(C(=O)NN2C(=O)NC3(CCCCC3)C2=O)sc1C,?,/
Cc1ccc(NC(=S)Nc2cccc3ccccc23)cc1F,?,/
Cc1c(C(=O)OCC(=O)Nc2ccccc2OC(F)F)cccc1[N+](=O)[O-],?,/
CCOC(=O)c1ccccc1NC(=O)CSC(C)C(=O)Nc1cc(C)on1 (centres undefined),?,/
CC(=O)Nc1nnc(-c2ccc(Cl)s2)o1,?,/
S=C(Cc1cccnc1)N1CCOCC1,?,/
CCOc1ccccc1NC(=O)CSc1nnc(-c2ccco2)o1,?,/
O=C(Nc1cccc2ccccc12)N1CCN(Cc2ccc3c(c2)OCO3)CC1,?,/
Cc1ccc(C(=O)c2cc3c(cc2[N+](=O)[O-])OCCO3)cc1,?,/
COc1ccc(C(C(=O)NCC2CCCO2)N(Cc2cccs2)C(=O)c2snc(C(N)=O)c2N)cc1OC (centres undefined),i,25.6
CC1Cc2ccccc2N1C(=O)CSc1nnc(CNc2ccccc2)o1 (centres undefined),?,/
O=[N+]([O-])c1cnc(N2CCCCC2)c([N+](=O)[O-])c1,?,/
CCOC(=O)c1cnc(SC)nc1Nc1cccc(F)c1,14.5%,-5.2
CC1CN(C(=O)N(C)C)CCN1C(=O)N(C)C (centres undefined),?,/
O=C(Nc1cc(=O)c2ccccc2o1)N1CCCCC1,13.2%,-23.5
COc1ccc(NC(=O)CSc2nnc(Cc3cccn3C)n2-c2ccc(C)cc2)cc1OC,-4.3%,4.5

# 4 of these compounds, set out differently:
> S=C(Cc1cccnc1)N1CCOCC1
  S3 lipid droplet: ?; S3 lipid droplet cell count max: /
> CCOC(=O)c1ccccc1NC(=O)CSC(C)C(=O)Nc1cc(C)on1 (centres undefined)
  S3 lipid droplet: ?; S3 lipid droplet cell count max: /
> COc1ccc(NC(=O)CSc2nnc(Cc3cccn3C)n2-c2ccc(C)cc2)cc1OC
  S3 lipid droplet: -4.3%; S3 lipid droplet cell count max: 4.5
> CC(=O)Nc1nnc(-c2ccc(Cl)s2)o1
  S3 lipid droplet: ?; S3 lipid droplet cell count max: /

# In the list so far, 4 have bromine.
SMILES,S3 lipid droplet,S3 lipid droplet cell count max
O=C(NCc1ccc2c(c1)OCO2)c1nc(Cn2cc(Br)cn2)no1,i,-18.1
O=C(COC(=O)c1ccccc1)Nc1ccccc1Br,17.1%,/
CC(C)(C)n1nc2c(c1NC(=O)c1ccc(Br)cc1)CS(=O)C2 (centres undefined),?,/
COc1cc(/C=N/NC(=O)Cn2nc([N+](=O)[O-])cc2C)cc(Br)c1OCc1ccccc1,?,/

# 2 compounds drawn at random from the list so far:
SMILES,S3 lipid droplet,S3 lipid droplet cell count max
CC1Cc2ccccc2N1C(=O)CSc1nnc(CNc2ccccc2)o1 (centres undefined),?,/
CC1Cc2cc(S(=O)(=O)N3CCN(c4cccc(Cl)c4)CC3)ccc2N1C(=O)C1CC1 (centres undefined),-13.0%,10.4

# Next part
SMILES,S3 lipid droplet,S3 lipid droplet cell count max
Cc1cc(NC(=O)c2ccccc2)n(C)n1,?,/
C[C@H]([C@@H](N)C(=O)N[C@@H](C(=O)O)[C@@H]1O[C@H](n2ccc(=O)[nH]c2=O)[C@@H](O)[C@H]1O)[C@@H](O)c1ccc(O)cn1,?,/
COc1ccc(-c2ccc(NS(=O)(=O)c3ccc([N+](=O)[O-])cc3)cc2)nn1,i,-21.2
Cc1onc(-c2ccccc2)c1C(=O)NC(=S)Nc1sc2c(c1C#N)CCCC2,?,/
Cn1c(CNc2ccc(Br)cc2)nc2ccccc21,-11.5%,12.4
O=c1oc2ccccc2c(N2CCCC2)c1[N+](=O)[O-],?,/
CCC(CC)NC(=O)c1cc(OC)c(OC)c(OC)c1,?,/
CN(C)C(CNC(=O)c1ccc2ccccc2c1)c1ccco1 (centres undefined),?,/
c1cc(CNC2C3CC4CC(C3)CC2C4)ccn1 (centres undefined),-2.4%,-1.7
CN(Cc1ccc(Cl)cc1)C(=O)CNC(=O)C12CC3CC(CC(C3)C1)C2,?,/
CCOc1cc(/C=N/NC(=O)COc2ccccc2C)ccc1OC(=O)c1cccs1,-2.9%,-17.1
CCN1C(=O)C2(C(C(=O)c3cc4ccccc4o3)=C(O)C(=O)N2CCCN(C)C)c2ccccc21 (centres undefined),i,2.9
CC1CCC(N2CCN(c3ccc([N+](=O)[O-])cc3)CC2)CC1 (centres undefined),i,-15.6
Cc1c(S(=O)(=O)NCc2ccccc2)c(=O)n(C)c(=O)n1C,?,/
CCCCNC(=O)Cn1c2c(c(-c3ccccc3Cl)cc1=O)CCC2,?,/
CC(C)C(C)NC(=O)CSc1nnc(-c2c[nH]c3ccccc23)o1 (centres undefined),-9.0%,/
COC(=O)c1sccc1NC(=S)Nc1ccc(F)cc1,0.7%,-1.0
CCOC(=O)C1CCCN(S(=O)(=O)c2nc3nc(C)cc(C)n3n2)C1 (centres undefined),i,28.3
C=CCc1cc(Cl)ccc1OCCN(C)C,0.4%,0.1
O=C(Nc1nccs1)C1CC(=O)N(c2ccccc2Cl)C1 (centres undefined),?,/
CCOC(=O)CC(=O)CSc1ccc2nnc(-c3cccc(F)c3)n2n1,i,-1.0
